# HIF-2a block – HIF-2a reporter inhibitors, primary screen, luminescence, 786-0 RCC cells | AID 624352, 2012 | hit rate 0.72% among 360,000 | inhibition, % at 18.8 µM | 786-0 RCC cells HIF-2a reporter, luciferase luminescence, overnight;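 active = inhibition of the luminescence signal of 40% or more relative to plate controls, in a single-dose primary screen at 18.75 µM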
# TRPM1 prom inh – inhibitors of MITF-dependent TRPM1 promoter reporter, primary screen, cell-based, SK-MEL-5, single point, luciferase | AID 488899, 2010 | SK-MEL-5 TRPM1 promoter luciferase, 24 h | hit rate 0.83% among 330,000 | inhibition, % at 12.5 µM;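 active = mean inhibition across replicates of 60% or more, whatever share of single replicates reaches that level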; also: values of inactives mirror those of a sister screen read the other way
# Vif imaging – HIV Vif self-association inhibitors, primary screen, imaging, HEK293T, single point; hit rate 0.35% among 340,000; HEK293T cells, Vif self-association by quenched fluorescence, 24 h; inhibition, % at 7.49 µM; AID 602346, 2012; in the data active = inhibition above about 50%, passing the limit was not always enough; also: some results filed as inactive read as strong as hits
# NR2E3 ag-1 – inhibitors of NR2E3-RetCOR corepressor binding, primary screen, NR2E3 agonist project, biochemical, TR-FRET, GST-NR2E3, biotin-RetCOR; Photoreceptor-specific nuclear receptor (Homo sapiens), Q9Y5X4; AID 2300, 2010; inhibition of corepressor binding, % at 4.78 µM; hit rate 0.12% among 320,000; 1536-well;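 active = percent inhibition above the cutoff of mean plus 3 SD of all tested compounds, set per screening campaign, cut at about 20% in these data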;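 also: 0% = DMSO wells and 100% = biotin wells as full block of FRET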
# Target sequence (Q9Y5X4 whole entry, looked up): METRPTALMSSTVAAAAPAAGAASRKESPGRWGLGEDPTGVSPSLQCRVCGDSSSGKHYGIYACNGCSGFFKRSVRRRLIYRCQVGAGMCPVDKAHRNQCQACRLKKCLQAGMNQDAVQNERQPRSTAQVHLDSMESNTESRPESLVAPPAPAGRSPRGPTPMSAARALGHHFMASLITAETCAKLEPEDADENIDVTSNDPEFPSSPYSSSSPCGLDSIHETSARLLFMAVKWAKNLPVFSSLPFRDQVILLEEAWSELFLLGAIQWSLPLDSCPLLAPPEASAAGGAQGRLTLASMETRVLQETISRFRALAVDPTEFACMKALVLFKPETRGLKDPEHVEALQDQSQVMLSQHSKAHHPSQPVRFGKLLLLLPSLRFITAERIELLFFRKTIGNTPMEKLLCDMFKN
#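 Assay system: NR2E3–RetCOR corepressor complex. Quantity: 1.35 nM GST-NR2E3. Buffer or medium: pH 7.5 Tris-based buffer. Reagent: biotinylated RetCOR corepressor at 7 nM final. Schedule: 5 h at 4 °C. Detection: TR-FRET, emission read at 617 and 671 nm. Replicates: one well per compound, singlicate testing.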
# Shn3 inh set2 – reduction of Shn3 3'UTR firefly luciferase signal, primary screen, Schnurri-3 inhibitor project, cell-based, Clone20 osteoblasts, set 2; Clone20 osteoblast Shn3 3'UTR firefly luciferase, 24 h; AID 588674, 2011; hit rate 0.52% among 360,000; inhibition, % at 12.5 µM;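 active = mean inhibition of at least 75% with every replicate also reaching 75%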;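 also: 0% = median of neutral control wells and 100% = pilot-screen positive control compound; some compounds past the cut are filed as inactive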
# KKLEB tox – cytotoxicity in KKLEB CF airway cells, primary screen, cytotoxicity control for CF NF-kB inhibitor project, cell-based, uHTS, fluorescence assay plates | KKLEB CF airway cells viability, ATPlite luminescence, overnight; hits give low values; cells stimulated with P. aeruginosa culture filtrate | activity change (cytotoxicity), % at 5 µM | hit rate 0.36% among 360,000;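 active = corrected activity change at or below -50% at 5 µM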
# CF NFkB inh – inhibitors of PAF-induced NF-kB signaling, primary screen, cell-based, GFP fluorescence, uHTS | AID 588850, 2011 | hit rate 0.86% among 360,000 | KKLEB NF-kB-GFP reporter, GFP fluorescence overnight | inhibition, % at 5 µM;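 active = at least 50% inhibition at 5 µM, scaled per plate between neutral and stimulator controls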;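 also: PAF is a Pseudomonas aeruginosa culture filtrate used as stimulus; plate controls were PAF-stimulated DMSO wells for no effect and unstimulated DMSO wells for full effect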
# CaV13 ICDI inh – Disruptors of the CACNA1D IQ motif to Ca2+-dependent inactivation inhibitor domain association, primary screening, Förster resonance energy transfer in intact living … | HEK cells, CFP/YFP FRET ICDI-IQ, plate reader, 10 min; percent FRET-ratio fall versus neutral wells | inhibition, % at 12.3 µM | hit rate 0.098% among 340,000;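 active = mean replicate inhibition of at least 30% and at least 1% of replicates passing that level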;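 also: 0% = median of the neutral control wells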
# NR2E3 ag-2 – NR2E3 agonists in two-hybrid cells, primary screen, cell-based, luminescence, CHO-S, Gal4-NCOR/VP16-NR2E3; hit rate 0.35% among 360,000; inhibition of corepressor binding, % at 3.98 µM; luciferase; AID 602229, 2012; Photoreceptor-specific nuclear receptor (Homo sapiens), Q9Y5X4;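 active = inhibition above the mean of all tested compounds plus 3 SD, cut at about 70% in these data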;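 also: 0% = DMSO with NR2E3 transfected cells and 100% = cells lacking NR2E3 construct; higher means lower luciferase signal from less NR2E3 corepressor binding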
# Peg3 promoter – Peg3 promoter-driven luciferase inhibitors, primary screen, cell-based, HeLa, luciferase luminescence | HeLa PEG-Prom luciferase reporter, overnight | inhibition, % at 20 µM | hit rate 1.7% among 360,000 | AID 588405, 2011;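 active = inhibition of at least 50% at 20 µM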
# PDI turbidity – inhibitors of human PDI, primary screen, biochemical, turbidity, single point, plate reader; inhibition, % at 10 µM; AID 588391, 2011; Protein disulfide-isomerase (Homo sapiens), P07237; PDI insulin aggregation turbidity, A650, 90 min; hit rate 0.052% among 350,000;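 active = mean inhibition across replicates of 30% or more, whatever share of single replicates reach that level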;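 also: absorbance from insulin aggregation driven by PDI reduction with DTT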
# Target sequence (P07237 whole entry, looked up): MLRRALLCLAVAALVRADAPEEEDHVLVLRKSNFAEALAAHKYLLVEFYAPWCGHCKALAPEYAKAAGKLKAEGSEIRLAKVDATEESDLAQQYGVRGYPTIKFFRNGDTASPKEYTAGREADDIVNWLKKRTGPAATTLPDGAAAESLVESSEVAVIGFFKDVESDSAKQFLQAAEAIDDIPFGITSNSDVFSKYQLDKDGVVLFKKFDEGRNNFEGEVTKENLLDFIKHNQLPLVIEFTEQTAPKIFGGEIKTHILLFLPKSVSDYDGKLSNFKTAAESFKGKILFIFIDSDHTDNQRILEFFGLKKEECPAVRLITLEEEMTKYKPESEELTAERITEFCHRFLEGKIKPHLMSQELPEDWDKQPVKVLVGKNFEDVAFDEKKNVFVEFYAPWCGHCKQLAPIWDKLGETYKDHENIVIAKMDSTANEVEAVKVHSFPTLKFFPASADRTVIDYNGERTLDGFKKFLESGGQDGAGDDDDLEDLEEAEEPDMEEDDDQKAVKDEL
# * hit, by the source's call; · = not tested or not shown.
SMILES,HIF-2a block,TRPM1 prom inh,Vif imaging,NR2E3 ag-1,Shn3 inh set2,KKLEB tox,CF NFkB inh,CaV13 ICDI inh,NR2E3 ag-2,Peg3 promoter,PDI turbidity
Cc1ccc2nc(CCl)[n+]([O-])c(-c3ccccc3)c2c1,13,-3,10,2,-7,-5,5,-1,22,6,0
O=C(NCCCN1CCN(c2ccccc2F)CC1)C1CCCN(S(=O)(=O)c2cnc[nH]2)C1 (stereo unspecified),8,-15,-1,9,6,-5,14,-6,4,-5,1
CC1CCCN(C(=O)CCNS(=O)(=O)c2ccc3c(c2)oc(=O)n3C)C1 (stereo unspecified),1,8,5,1,-5,10,10,-4,3,11,-8
O=C1[C@H]2[C@@H](c3ccccc3)N[C@]3(CCCN(Cc4ccc(Cl)cc4)C3=O)[C@H]2C(=O)N1Cc1ccccc1,-14,·,-1,·,-17,0,8,-4,-17,19,3
COc1ccc(-c2nnn(CC(=O)N(Cc3ccccc3Cl)C(C(=O)NCC3CCCO3)c3ccco3)n2)cc1OC (stereo unspecified),18,-5,-14,-2,18,6,-14,-6,-8,23,-1
CCOC(=O)c1[nH]c2ccc(OCC)cc2c1NC(=O)CN1CCCC(C)C1 (stereo unspecified),6,-11,2,-4,-2,-13,-4,0,-18,10,9
COc1ccc(Cc2nc(-c3ccc(NC(=O)c4cccnc4)cc3)no2)cc1,-8,-14,1,-1,40,1,4,0,27,-24,-9
O=C1C2CC=CCC2C(=O)N1c1n[nH]c(Cc2ccccc2)n1 (stereo unspecified),1,2,-3,1,-1,10,6,-9,-24,-22,8
CCOC(=O)/C=C1\CC(=O)Nc2nonc2N1,8,10,-5,0,6,9,-2,-4,1,12,6
CC(C)(C)c1csc(NC(=O)c2cccs2)n1,-209,-46,·,-1,-30,-1,2,·,-93,-226,2
O=C(Nc1ccc2oc(=O)ccc2c1)c1cccnc1Cl,12,5,-3,1,6,0,-14,·,-10,-15,-24
O=C(Nc1ccc(N2CCOCC2)nc1N1CCOCC1)c1cccc(C(F)(F)F)c1,17,10,6,-1,18,-11,-12,-5,19,5,20
Cn1cccc1C(C#N)c1ncc(C(F)(F)F)cc1Cl (stereo unspecified),18,6,20,3,12,0,6,-3,-15,8,8
CC1(C(=O)Nc2ccc3ccccc3c2)CCC(=O)N1CCCn1ccnc1 (stereo unspecified),12,·,·,·,-7,-12,12,-11,14,-13,·
COc1cc(NC(=O)c2ccccc2F)ccc1NC(=O)c1ccccc1Cl,-112,-14,0,-1,15,-6,-1,-6,-2,-74,-7
Cc1ccccc1-c1ccc(/C=C2/SC(N3CCOCC3)=NC2=O)o1,-16,-17,-9,-4,-31,-11,16,-6,13,-19,2
Cn1nccc1C(=O)OCC(=O)Nc1nc(-c2ccccc2)cs1,-173,-38,0,3,-38,9,-3,-4,-8,-139,1
O=C(c1ccncc1)N1CCN(C2CCCCC2)CC1,11,6,3,1,0,16,-6,-7,-9,-6,-5
CCCn1c(=O)c(C(=O)Nc2c(C)n(C)n(-c3ccccc3)c2=O)c(O)c2ccccc21,-1,0,5,0,-7,-22,0,·,-5,-1,5
COc1cc2sc3ccc(C#Cc4ccccn4)cc3c(=O)c2cc1OC,-66,-25,-1,-16,-20,1,-70,-9,-8,15,-1
COc1cc(CNCc2ccncc2)cc(OC)c1OC,17,-3,2,1,8,4,-8,-8,-21,4,3
Cn1c(NC(=O)C[n+]2cc(-c3ccccc3)n3c2CCC3)cc(=O)n(C)c1=O,-1,0,2,-1,-4,5,-2,-4,1,-2,-6
Cn1c(=O)c2c(=O)cc(N)[nH]c2n(C)c1=O,14,12,-2,-3,-31,4,2,2,-30,0,3
COc1ccc(C(=O)NCCN2CCOCC2)cc1OC,3,-11,-22,0,2,6,-9,-7,-9,1,2
CCSc1cc(N2CCCC2)nc(-c2ccccc2Cl)n1,-1,5,6,1,3,-1,12,-4,1,0,8
CCOC(=O)C(=CNc1ccc(C(F)(F)F)cc1Cl)C(=O)OCC,-172,-26,0,2,-13,0,5,-4,-11,-87,-12
Cc1cccnc1C(NC(=O)C1CCN(CCCc2ccccc2)CC1)c1ccc(Cl)cc1 (stereo unspecified),7,·,·,·,-17,-27,31,-4,-29,13,-3
COc1ccc(NC(=S)Nc2cccc(Cl)c2)cc1OC,-33,0,14,-4,-22,-6,1,-7,-7,-10,1
COc1cc2c(cc1NC(=O)CSc1ccccc1)oc1ccccc12,-136,-1,4,0,-19,-8,0,2,-56,-80,-11
CC(C)CNS(=O)(=O)c1ccc(CCC(=O)N2CCN(Cc3ccc4c(c3)OCO4)CC2)cc1,12,17,-32,2,75,3,-2,-4,14,15,-16

# Exported as tab-separated lines: part of the list above.
Structure	HIF-2a block	TRPM1 prom inh	Vif imaging	NR2E3 ag-1	Shn3 inh set2	KKLEB tox	CF NFkB inh	CaV13 ICDI inh	NR2E3 ag-2	Peg3 promoter	PDI turbidity
COc1cc2sc3ccc(C#Cc4ccccn4)cc3c(=O)c2cc1OC	-66	-25	-1	-16	-20	1	-70	-9	-8	15	-1
COc1cc(CNCc2ccncc2)cc(OC)c1OC	17	-3	2	1	8	4	-8	-8	-21	4	3
Cn1c(NC(=O)C[n+]2cc(-c3ccccc3)n3c2CCC3)cc(=O)n(C)c1=O	-1	0	2	-1	-4	5	-2	-4	1	-2	-6
Cn1c(=O)c2c(=O)cc(N)[nH]c2n(C)c1=O	14	12	-2	-3	-31	4	2	2	-30	0	3
COc1ccc(C(=O)NCCN2CCOCC2)cc1OC	3	-11	-22	0	2	6	-9	-7	-9	1	2
CCSc1cc(N2CCCC2)nc(-c2ccccc2Cl)n1	-1	5	6	1	3	-1	12	-4	1	0	8
CCOC(=O)C(=CNc1ccc(C(F)(F)F)cc1Cl)C(=O)OCC	-172	-26	0	2	-13	0	5	-4	-11	-87	-12
Cc1cccnc1C(NC(=O)C1CCN(CCCc2ccccc2)CC1)c1ccc(Cl)cc1 (stereo unspecified)	7	·	·	·	-17	-27	31	-4	-29	13	-3
COc1ccc(NC(=S)Nc2cccc(Cl)c2)cc1OC	-33	0	14	-4	-22	-6	1	-7	-7	-10	1
COc1cc2c(cc1NC(=O)CSc1ccccc1)oc1ccccc12	-136	-1	4	0	-19	-8	0	2	-56	-80	-11

# Next section:
SMILES,HIF-2a block,TRPM1 prom inh,Vif imaging,NR2E3 ag-1,Shn3 inh set2,KKLEB tox,CF NFkB inh,CaV13 ICDI inh,NR2E3 ag-2,Peg3 promoter,PDI turbidity
COC(=O)[C@H]1C[C@H](OC(=O)Nc2cccs2)[C@@]2(O)CN(S(=O)(=O)c3ccc(C)cc3)CC2[C@H]1C(=O)OC (stereo partly specified),3,·,0,·,15,-6,11,-5,-17,-7,-4
Cc1nn(CC(=O)N2CCC(C)CC2)c(=O)c2nn(-c3ccccc3)c(C)c12,11,-10,3,-5,7,-10,1,-13,17,3,2
Cc1ccc(-c2nc(C#N)c(N3CCCCC3)o2)cc1,-67,-22,0,2,-30,1,5,-5,-53,-45,16
CC(=O)Nc1cc(NC(C)=O)cc(C(=O)N2CCCC3CCCCC32)c1 (stereo unspecified),16,0,-3,7,-5,0,-17,-3,-4,1,-31
COc1ccc(OCC(=O)Nc2ccc3c(c2)nc(CCN2CCCC2)n3C)cc1,-3,23,-1,-1,6,15,1,-2,-13,-7,1
Cc1cccc(NS(=O)(=O)c2ccc(C)c(C(=O)NCCCN3CCOCC3)c2)c1,12,6,6,·,-11,-8,15,·,16,10,2
Cc1cc(NC(=O)CN2C(=O)/C(=C/c3ccc(C(C)C)cc3)SC2=S)no1,-27,·,8,·,-12,1,-4,-5,-55,-49,-6
COc1cc(C(C(=O)NC2CCCCC2)N(Cc2ccco2)C(=O)c2cnccn2)cc(OC)c1OC (stereo unspecified),15,-14,·,2,7,10,7,-1,6,-3,10
CCCCN(C)C(=O)Cn1cnc2sc(C)cc2c1=O,-1,-3,1,1,-25,6,-4,-4,-1,2,8
Cc1nc(Nc2ccc(F)cc2)nc(Nc2ccc(F)cc2)c1[N+](=O)[O-],18,15,-17,1,-2,-27,18,-15,-9,15,4
COc1ccc(Cc2nnc(Nc3ccccc3)s2)cc1Br,-22,0,107*,0,-5,2,5,-3,-44,-43,6
O=[N+]([O-])c1cc(S(=O)(=O)Nc2ccccc2)ccc1Nc1ccccc1,14,3,-7,·,0,5,42,-6,38,18,21
CCc1cc(C(=O)OC)c(NC(=O)c2ccoc2C)s1,-2,0,·,1,-6,10,-12,·,-10,10,-1
CCCC(=O)Nc1nnc(-c2ccccc2)o1,-17,6,-1,1,-1,0,0,-7,-19,-14,2
O=c1[nH]c(CN2CCN(c3ccc(O)cc3)CC2)nc2scc(-c3ccc(Cl)cc3)c12,-1,43,-15,-3,-15,-3,-13,-7,-19,35,-7
NNC(=O)c1ccc(COc2ccc3ccccc3c2)cc1,-56,-16,13,3,-4,7,-2,-3,-85,-142,-8
CN1CCN(c2c(F)cc3c(=O)c(C(=O)O)cn4c3c2OCN4C)CC1,13,2,4,0,-17,-4,3,-20,-32,12,1
COc1ccc(S(=O)(=O)N2CCCC(C(F)(F)F)C2)cc1 (stereo unspecified),22,6,8,3,3,4,6,-1,-26,16,5
COC(=O)c1ccc2nc(C3CCCCC3)c(Cc3cccc(Cl)c3)n2c1,-45,·,·,·,-8,-28,-4,-6,-49,-6,·

# Compound activity from PubChem BioAssay.
